Assay outcomes as filed in PubChem BioAssay.
Mcl1 Noxa PPI: Mcl-1/Noxa binding inhibitors, primary screen, biochemical, TR-FRET, 1536-well. Induced myeloid leukemia cell differentiation protein Mcl-1 (Homo sapiens), Q07820. TR-FRET Mcl-1/Noxa peptide binding, 2 h. inhibition, % at 21.7 µM. actives 1.5% (n = 220,000). AID 1022, 2008;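 active = compounds that cut the protein-peptide binding signal by more than 50% relative to plate controls in a single-dose test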;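 also: His-tagged Mcl-1 with rhodamine Noxa BH3 peptide and terbium anti-His antibody; 0% = Mcl-1 plus Noxa peptide wells and 100% = peptide-only wells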
Target sequence (Q07820 whole entry, looked up): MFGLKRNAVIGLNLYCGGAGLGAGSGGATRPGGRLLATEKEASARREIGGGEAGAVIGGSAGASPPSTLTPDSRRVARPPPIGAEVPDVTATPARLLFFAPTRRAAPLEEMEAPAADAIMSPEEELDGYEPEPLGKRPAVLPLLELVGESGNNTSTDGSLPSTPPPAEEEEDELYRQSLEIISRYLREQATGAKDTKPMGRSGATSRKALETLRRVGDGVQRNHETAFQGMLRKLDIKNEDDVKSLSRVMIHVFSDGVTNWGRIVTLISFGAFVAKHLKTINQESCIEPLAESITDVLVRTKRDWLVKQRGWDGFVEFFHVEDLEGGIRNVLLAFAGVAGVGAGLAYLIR
Mcl1 Bid PPI: Mcl-1/Bid binding inhibitors, primary screen, biochemical, TR-FRET, 1536-well; TR-FRET Mcl-1/Bid-Dy647 peptide binding; AID 1021, 2008; Induced myeloid leukemia cell differentiation protein Mcl-1 (Homo sapiens), Q07820; inhibition, % at 21.7 µM; actives 0.97% (n = 220,000);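 active = compounds that cut the binding signal by more than half at the single screening dose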;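 also: His-tagged Mcl-1 with europium anti-His antibody binding Bid BH3 peptide; 0% = Mcl-1 plus peptide wells and 100% = peptide-only wells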
Pf gamet viab: late stage P. falciparum gametocyte viability inhibitors, primary screen, ATP luminescence, HTS; inhibition, % at 10.9 µM; P. falciparum stage V gametocytes, 24 h; AID 743093, 2013; actives 0.065% (n = 150,000);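 active = inhibition above the mean plus 3 SD of compounds within the control limits, set per campaign, cut at about 38% in these data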;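 also: 0% = DMSO wells and 100% = medium only without gametocytes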
RGS8-Gao: RGS8-Galphao binding modulators, primary screen, biochemical, multiplexed bead flow cytometry | actives 0.34% (n = 220,000) | actives lie on both sides | response (percent of control binding), % at 10 µM; in the data active = response below about 60% or above about 140%; inactive = in between;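 also: Galphao activated as the GDP aluminium fluoride complex binding bead-coupled RGS8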
Target sequence (P09471 whole entry, looked up): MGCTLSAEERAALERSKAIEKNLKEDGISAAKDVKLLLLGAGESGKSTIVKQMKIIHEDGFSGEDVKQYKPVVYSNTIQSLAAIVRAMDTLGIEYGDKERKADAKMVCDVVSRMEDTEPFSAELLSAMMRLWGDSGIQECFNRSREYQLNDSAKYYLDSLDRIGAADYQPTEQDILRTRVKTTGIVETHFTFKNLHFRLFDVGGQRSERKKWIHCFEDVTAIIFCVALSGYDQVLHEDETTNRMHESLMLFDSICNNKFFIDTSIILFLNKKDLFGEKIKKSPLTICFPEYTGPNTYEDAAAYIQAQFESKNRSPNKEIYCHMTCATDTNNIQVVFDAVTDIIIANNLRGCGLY
The depositor's hits bear a star; [ ] = another dose, or the depositor's remark. These rows are one share of the data; the hit share may differ from the screen's.

SMILES | Mcl1 Noxa PPI | Mcl1 Bid PPI | Pf gamet viab | RGS8-Gao
COc1ccc(F)cc1CN1CCN(c2ncnc3scc(-c4ccccc4)c23)CC1 | 9 | -5 | 2 | 97
O=C(CN1CCN(S(=O)(=O)c2ccccc2[N+](=O)[O-])CC1)Nc1ccc(N2CCOCC2)cc1 | -7 | -49 | 1 | 95
CNc1ccc([N+](=O)[O-])cc1C(=O)O | 15 | -2 | 4 | 100
O=c1[nH]c2ccc(S(=O)(=O)N3CCN(c4ccc(F)cc4)CC3)cc2o1 | 9 | -9 | -14 | 90
CCC1S/C(=N/N=C/c2ccco2)N(Cc2ccccc2C)C1=O (stereo unspecified) | -2 | -35 | -10 | 102
COc1ccc(-n2c(=S)[nH]c3ncccc3c2=O)cc1 | 2 | -29 | 11 | 94
CCOC(=O)N1CCN(CC(=O)Nc2sc(CC)cc2C(=O)c2ccc(OC)cc2)CC1 | 3 | 9 | -2 | 101
COc1cc(C)nc(N(Cc2ccccc2)S(=O)(=O)c2ccc(C)cc2)n1 | 18 | -15 | -24 | 101
CCOC(=O)CNc1nc(Cl)nc(Nc2ccc(Cl)cc2)n1 | -4 | -1 | 26 | 98
COc1ccc(C(=O)CN2Cc3ccccc3C2=N)cc1 | 9 | -42 | 14 | 100
CC(C)(O)P(=O)(O)CCc1ccccc1 | 15 | 14 | -1 | 100
COC(=O)CN1C(=S)N(c2ccc(F)cc2)C(=O)C1CC(=O)Nc1ccc(OC)cc1 (stereo unspecified) | 0 | -12 | 22 | 101
C/C(=N\NC(=O)c1cccc([N+](=O)[O-])c1)c1cccs1 | -16 | -7 | 19 | 128
CCN(Cc1cc(OC)c(OC)c(OC)c1)C(=S)Nc1cccc(SC)c1 | -2 | -55 | 9 | 91
CC(=O)NC(=S)Nc1ccc(NC(=O)c2cccnc2Cl)cc1 | 13 | -35 | 4 | 99
Cc1nc(-c2cc(C#N)c(Sc3ccc(Cl)cc3Cl)nc2C)cs1 | -6 | 5 | 23 | 99
NC(=O)Nc1ccc(Nc2ccccc2)cc1 | 3 | -33 | -3 | 101
COC(=O)c1cc(-c2ccc(S(=O)(=O)N3CCCCC3)cc2)c(C(F)(F)F)s1 | 4 | 11 | -1 | 99
COC(=O)c1ccccc1NC(=O)NC1CCCCC1 | 5 | -2 | -15 | 106
O=C1CN(C(=O)CNCc2ccccc2Cl)c2ccccc2N1 | 24 | 28 | 4 | 99

Arranged by the number under Mcl1 Bid PPI (rising): some entries from above
compound | Mcl1 Bid PPI
CC(=O)NC(=S)Nc1ccc(NC(=O)c2cccnc2Cl)cc1 | -35
COc1ccc(-n2c(=S)[nH]c3ncccc3c2=O)cc1 | -29
COC(=O)c1ccccc1NC(=O)NC1CCCCC1 | -2

(cont.)
SMILES | Mcl1 Noxa PPI | Mcl1 Bid PPI | Pf gamet viab | RGS8-Gao
CC(=O)N1N=C(c2ccccc2OC(=O)/C=C/c2ccccc2)CC1c1ccccc1 (stereo unspecified) | -1 | -10 | -6 | 97
Cc1ccc(CN2C(=O)CSC2c2cccnc2)cc1 (stereo unspecified) | 8 | 33 | 3 | 101
CC12CN3CC(C)(CN(C1)C3c1ccc([N+](=O)[O-])o1)C2 (stereo unspecified) | 25 | 5 | 10 | 96
NNC(=O)c1ccc(Oc2cc(Cl)cc(Cl)c2)o1 | -16 | -21 | 16 | 99
COc1ccccc1CC(=O)Nc1cccc(C(=O)Nc2nccs2)c1 | -12 | -6 | 6 | 108
Cc1nnsc1-c1nnc(SCC(=O)c2ccc(F)cc2)n1C1CC1 | 4 | -2 | -2 | 102
CC(C)C[C@H](NC(=O)N1CCCCCC1)C(=O)O | 15 | -23 | -18 | 98
COc1ccc(NC(=O)C2C3C=CC(C3)C2C(=O)O)cc1 (stereo unspecified) | -5 | -151 | 3 | 101
CCN(CC)S(=O)(=O)c1ccc(N(C)C)c(NC(=O)C2CCCC2)c1 | 1 | -88 | -4 | 98
C=C(C)Cn1c(SCC(=O)N/N=C/c2ccccc2OCC(=O)O)nnc1-c1ccc(Br)cc1 | 15 | 11 | 9 | 104
CCCCc1cc2c(cn1)=C(OC(=O)c1cnc3ccccc3n1)C(C)(OC(=O)CC)C(=O)C=2 (stereo unspecified) | 5 | -88 | 19 | 98
O=c1c(C(c2ccc(Cl)cc2)c2c(O)nc3n(c2=O)CCS3)c(O)nc2n1CCS2 | 18 | -12 | 14 | 97
Cc1nn2c(N3CCN(C)CC3)c3c(nc2c1-c1ccccc1)CCCC3 | 19 | -44 | 17 | 102
O=c1[nH]nc(-c2ccc(F)cc2)cc1Cc1ccc(F)cc1 | -10 | 4 | 5 | 101
Oc1[nH]c2ccc(Br)cc2c1N=Nc1nn[nH]n1 | 26 | -7 | -12 | 109
CC1=CC(C)C(COC(=O)CN2CCCCC2)C(C)C1 (stereo unspecified) | -23 | -11 | 19 | 98
FC(F)(F)c1nc2cc3nc4ccccc4[nH]c3cc2n1 | 20 | -55 | -36 | 105
CCCCOP(=O)(OCCCC)C(O)c1ccc(F)cc1 (stereo unspecified) | 4 | -13 | -1 | 102
NS(=O)(=O)c1ccc(NC(=O)COC(=O)c2ccc([N+](=O)[O-])s2)cc1 | -2 | 13 | -7 | 99
Cc1ncc(/C=C2\C(=O)Nc3ccccc32)[nH]1 | 1 | -4 | 2 | 106
CCOc1cc(/C=N\Nc2nc(-c3ccc(C)cc3)c(NC(C)=O)s2)ccc1O | 67* | -6 | 4 | 98
CCN(Cc1cnn(C)c1)C(=O)c1cc(COc2ccc(F)cc2F)on1 | 3 | -16 | 16 | 97
Cc1nnsc1-c1onc(C)c1C(=O)O/N=C/c1ccc(Cl)cc1 | -1 | -6 | -1 | 97
Cn1c(SCC(=O)c2ccccc2)nnc1-c1cccs1 | 3 | -34 | 21 | 100
CC(=O)Nc1ccc(S(=O)(=O)NCC(=O)NC(C)c2ccc(S(N)(=O)=O)cc2)cc1 (stereo unspecified) | -2 | -11 | 8 | 95
O=[N+]([O-])c1ccccc1OCCOc1ccccc1[N+](=O)[O-] | 4 | 7 | -2 | 100
COc1ccc(OCC(=O)OCC(=O)N2CC(=O)Nc3ccccc32)cc1 | 6 | -8 | 12 | 104
Cc1c(C(=O)O)c(C(=O)O)c2n1CCS2 | 8 | -6 | 0 | 103
Cc1nnc(-c2ccc(N3CCCCCC3)c([N+](=O)[O-])c2)o1 | -2 | -2 | -4 | 97
Cc1cc(C(=O)Cn2nc(C(=O)O)c3ccccc3c2=O)c(C)n1CCc1ccc(F)cc1 | 9 | -47 | -20 | 102
Cc1cc(NC(=O)c2ccccc2)nc(C)n1 | 0 | -9 | -12 | 150*[activator]
N/C(=N\OC(=O)Cc1cccs1)c1ccc(Cl)cc1 | 18 | -8 | 7 | 93
COc1cccc(N2C(=O)C3NN=C(C(=O)CN4C(=O)c5ccccc5C4=O)C3C2=O)c1 (stereo unspecified) | 1 | -14 | 9 | 102
CCCCOc1ccc(CSCCN)cc1Cl | 15 | -9 | 14 | 101
COCCN1C=C2C(=O)C(C)(OC(=O)c3cccs3)C(=O)C=C2C=C1CCCC(=O)OC (stereo unspecified) | 2 | -51 | -14 | 98
C/C(=N\Nc1nc2ccccc2[nH]1)c1ccc([N+](=O)[O-])cc1 | 10 | 14 | 13 | 102
CC(=O)c1c(COC(=O)c2cccc(C)c2)nc2ccccc2[n+]1[O-] | 6 | 3 | 9 | 98
Cc1cc(-c2nc(C)c(C(=O)NNC(=O)NC(C)C)s2)no1 | -11 | -13 | 0 | 102
CCOC(=O)CN(C(=O)COc1nc(-c2ccccc2)cc(C)c1C#N)c1ccccc1C | 8 | -7 | 7 | 102
COc1ccc(C(=O)Nc2cccc(/C=C/c3nc4ccccc4c(=O)[nH]3)c2)cc1 | 57* | 43 | 7 | 103
CC1=CSC2=NC(C(F)(F)F)(C(F)(F)F)NC(=O)N12 | 9 | -8 | -2 | 99
C/C(=N\NC(=O)COc1ccccc1-c1ccccc1)c1ccc(O)cc1O | -11 | -11 | -1 | 98
CCC(C)[C@H](NC(=O)NCc1cccnc1)C(=O)OC (stereo partly specified) | 7 | -12 | 3 | 102
O=C(Nc1ccc(F)cc1F)Nc1sccc1-c1nc2ccccc2s1 | 3 | -25 | -15 | 101
Cc1c2cnn(-c3ccccc3)c(=O)c2c(C)n1CCCC(=O)NCCN1CCN(C)CC1 | 21 | -111 | 7 | 100
COc1ccc(N(Cc2cc3ccc(C)cc3[nH]c2=O)C(=O)C2CCCO2)cc1 (stereo unspecified) | 11 | -18 | -5 | 99
CC(=O)/C(=N/Nc1ccc([N+](=O)[O-])cc1)N1CCCc2ccccc21 | -7 | -15 | 8 | 103
O=C(O)Cc1sc(NCc2ccco2)nc1-c1ccccc1 | 13 | -69 | -15 | 93
O=C(CSc1nc2ncccc2[nH]1)Nc1ccc2c(c1)OCO2 | -11 | -3 | 1 | 101
COc1ccc(-c2c(C#N)c(N)nc(Sc3ccc(Cl)cc3)c2C#N)cc1 | -145 | -21 | -17 | 98
C=CCNC(=S)NNC(=O)Cn1c(-c2ccccc2)cc(=O)n2ncnc12 | 5 | -45 | -36 | 101
CC(C)(C)n1cnnc1Sc1ccc([N+](=O)[O-])cn1 | 3 | 7 | 3 | 102
COc1ccc([N+](=O)[O-])c(S(=O)(=O)c2ccc(Cl)cc2)n1 | 17 | -20 | -14 | 94
Cc1cccn(Cc2c(F)cccc2Cl)c1=O | -27 | -10 | 16 | 93
CC1(C)OC(=O)C(=NNc2ccccc2C(=O)O)C(=O)O1 | 12 | 5 | 20 | 102
CC(=O)Nc1cccc(-c2cc(-c3c(Cl)cccc3Cl)no2)c1 | 16 | 6 | 5 | 96
CCOC(=O)COc1cccc2c(=O)n(CC(=O)NCc3ccc(F)cc3)ccc12 | -11 | -6 | -26 | 101
CC(C)OC(=O)CSc1nnc(C2CCCCC2)n1N | 15 | -22 | 4 | 98
O=c1cc(C(F)(F)F)[nH]c2ccc(C(F)(F)F)cc12 | -8 | -7 | -6 | 100
COc1ccc(C)c2sc(=NC(=O)c3ccc(C(C)=O)cc3)n(C)c12 | -3 | 12 | 17 | 101

Laid out differently: two of the compounds above
| SMILES | Mcl1 Noxa PPI | Mcl1 Bid PPI | Pf gamet viab | RGS8-Gao |
| --- | --- | --- | --- | --- |
| CC1=CSC2=NC(C(F)(F)F)(C(F)(F)F)NC(=O)N12 | 9 | -8 | -2 | 99 |
| C/C(=N\NC(=O)COc1ccccc1-c1ccccc1)c1ccc(O)cc1O | -11 | -11 | -1 | 98 |

Going on with the list:
SMILES | Mcl1 Noxa PPI | Mcl1 Bid PPI | Pf gamet viab | RGS8-Gao
CC(C)C(=O)NNC(=O)c1c(O)c2ccccc2[nH]c1=O | -90 | -76 | 0 | 93
CCOC(=O)COc1nc(C)cc(C(F)(F)F)c1C#N | -16 | -5 | 0 | 99
COC(=O)c1ccc(Oc2nc(SC)nc(N(C)C)n2)cc1 | -6 | -1 | 4 | 98
COc1cc([N+](=O)[O-])cc2sc(NC(C)=O)nc12 | 18 | -28 | 1 | 97
Cc1nn(-c2ccccc2)c(NC(=O)C(C)C)c(-c2ccccc2)c1=O | 5 | -9 | 6 | 100
COc1cc(-c2noc(CCCC(=O)Nc3cccnc3)n2)cc(OC)c1OC | 13 | -5 | -3 | 102
Cc1ccc(C(=O)COC(=O)CNC(=O)c2ccc(Br)o2)cc1[N+](=O)[O-] | 9 | 0 | -17 | 102
Cc1ccccc1CNc1ccc(C(CC(N)=O)NC(=O)c2ccccc2)cc1[N+](=O)[O-] (stereo unspecified) | 14 | 25 | -35 | 105
Cc1ccccc1C(=O)Nc1ccc(-c2nnc(SC(C)C(=O)O)n2C)cc1 (stereo unspecified) | 10 | -5 | 1 | 103
COc1ccc(OC)c(N/C(=N/c2nc(C)cc(C)n2)NC(C)=O)c1 | 20 | -13 | -5 | 100
CC(C)(C)CC(=O)NCCc1csc(-c2ccccc2)n1 | -2 | 1 | -34 | 100
CC1(C)CC(N=C2C([N+](=O)[O-])=CC=C3C2=NC2(CCCCC2)N3O)CC(C)(C)N1 | 35 | -27 | -3 | 102
Cc1nc2c(sc3nc(N4CCOCC4)c4c(c32)CC(C)(C)OC4)c(-c2ccccc2)c1C(=O)O | -6 | 5 | -12 | 97
CC(=O)C1=C(O)C(=O)N(C)C1c1ccccc1[N+](=O)[O-] (stereo unspecified) | 6 | -39 | -2 | 97
O=C(N/N=C/c1ccccc1[N+](=O)[O-])c1ccc2c(c1)OCCO2 | 11 | -4 | 16 | 97
COc1ccc(S(=O)(=O)N2C(=O)/C(=C3\SC(N)=NC3=O)c3ccccc32)cc1 | 47 | 30 | -14 | 100

A second format for some results above.
Each structure is followed by: Mcl1 Noxa PPI, Mcl1 Bid PPI, Pf gamet viab, RGS8-Gao
O=C(N/N=C/c1ccccc1[N+](=O)[O-])c1ccc2c(c1)OCCO2
  11, -4, 16, 97
CC(=O)C1=C(O)C(=O)N(C)C1c1ccccc1[N+](=O)[O-] (stereo unspecified)
  6, -39, -2, 97
COc1cc([N+](=O)[O-])cc2sc(NC(C)=O)nc12
  18, -28, 1, 97
Cc1nn(-c2ccccc2)c(NC(=O)C(C)C)c(-c2ccccc2)c1=O
  5, -9, 6, 100
